phage Ecoli inh – growth loss of phage-infected E. coli, primary screen, RecBCD inhibitor project, absorbance, with phage, HTS. inhibition, % at 11.9 µM. 360,000 compounds, 0.26% hits. AID 651602, 2012; in the data active means inhibition above about 11%
PfHsp90 yeast 2 – growth inhibition of PfHsp90-expressing yeast, primary screen, antimalarial PfHsp90 inhibitor project, S. cerevisiae, BacTiter-Glo luminescence, single point, set 2; AID 504621, 2011; 310,000 compounds, 0.32% hits; inhibition, % at 9.4 µM; BacTiter-Glo ATP, 48 h; yeast lacking PDR1 and PDR3 efflux regulators;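 active means every replicate shows inhibition above about 80%, whatever the replicate mean, limit read from the data; inconclusive means mean inhibition reaches the set limit but some replicate falls short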;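 further: 0% = DMSO neutral controls and 100% = 20 µM radicicol positive controls; yeast relying on Plasmodium falciparum Hsp90 in place of its own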
Mot1-301 SUMO – yeast Mot1-301 growth rescue at high temperature, primary screen, SUMOylation pathway inhibitor project, S. cerevisiae, ATP luminescence, 38.5C. S. cerevisiae Mot1-301 growth rescue; percent above DMSO median, 100 means doubled. growth rescue, % at 18.8 µM. 320,000 compounds, 1% hits. AID 2716, 2010;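 active means every valid replicate shows activation above 250% relative to neutral control wells; inactive means the rest, any valid replicate at or below 250%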;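 further: OY570 slx delta 5 strain wells were the positive control but not used for scaling; some compounds called inactive have numbers as strong as hits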
Arr AP2 block – inhibitors of beta-arrestin/AP2 binding, primary screen, biochemical, GPCR trafficking, flow cytometry; beta-arrestin 1 C-terminal peptide binding to AP2 beta2-adaptin appendage (human); FITC-arrestin peptide / GST-AP2 beads; AP2 beta2 appendage carries R879A mutation; inhibition, % at 10 µM; 340,000 compounds, 0.31% hits; AID 504490, 2011;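 active means inhibition above a set limit, near 3 SD of compounds lacking own fluorescence, cut at about 54% in these data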;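 further: plate controls were DMSO wells for no effect and 5 µM unlabelled arrestin peptide for full effect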
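System: GST-AP2 R879A glutathione beads | Also added: FITC-arrestin peptide, 50 nM | Times: 12 min plus 1 h, RT | Signal: Bead flow cytometry, FITC channel | Buffer or medium: PBS with 0.05% Tween 20 and 0.1% BSA | Read-out basis: Percent drop in bead-associated FITC signal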
AddAB inh – growth inhibition of E. coli expressing H. pylori AddAB, primary screen, AddAB inhibitor project, absorbance. inhibition, % at 11.9 µM. 330,000 compounds, 0.29% hits; in the data active means inhibition above about 12%;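 further: 0% = vehicle wells of infected cells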
OPRM1-OPRD1 inv – inverse agonists of MOR-DOR heterodimerization, primary screen, cell-based, luminescence | Mu-type opioid receptor (Homo sapiens) + Delta-type opioid receptor (Homo sapiens), … | cell-based MOR-DOR heterodimer luminescence, inverse agonism | inhibition, % at 9.3 µM | 340,000 compounds, 0.21% hits | AID 504357, 2011; in the data active means inhibition above about 22%, passing the limit was not always enough;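 further: 0% = cells with DMSO and 100% = wells without cells with DMSO; values of inactives mirror those of a sister screen read the other way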
Target sequence (P35372 whole entry, looked up): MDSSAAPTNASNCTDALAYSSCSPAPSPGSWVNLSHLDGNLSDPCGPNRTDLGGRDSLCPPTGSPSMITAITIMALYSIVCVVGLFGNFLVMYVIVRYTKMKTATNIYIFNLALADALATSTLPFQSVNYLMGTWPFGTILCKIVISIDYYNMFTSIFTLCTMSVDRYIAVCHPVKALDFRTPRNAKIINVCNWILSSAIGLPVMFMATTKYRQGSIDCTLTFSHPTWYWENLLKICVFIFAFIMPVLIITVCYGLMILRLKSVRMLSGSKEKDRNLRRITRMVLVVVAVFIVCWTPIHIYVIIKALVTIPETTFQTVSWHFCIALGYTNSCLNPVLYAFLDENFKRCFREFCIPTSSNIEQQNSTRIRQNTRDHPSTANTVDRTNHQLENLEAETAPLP
Target sequence (P41143 whole entry, looked up): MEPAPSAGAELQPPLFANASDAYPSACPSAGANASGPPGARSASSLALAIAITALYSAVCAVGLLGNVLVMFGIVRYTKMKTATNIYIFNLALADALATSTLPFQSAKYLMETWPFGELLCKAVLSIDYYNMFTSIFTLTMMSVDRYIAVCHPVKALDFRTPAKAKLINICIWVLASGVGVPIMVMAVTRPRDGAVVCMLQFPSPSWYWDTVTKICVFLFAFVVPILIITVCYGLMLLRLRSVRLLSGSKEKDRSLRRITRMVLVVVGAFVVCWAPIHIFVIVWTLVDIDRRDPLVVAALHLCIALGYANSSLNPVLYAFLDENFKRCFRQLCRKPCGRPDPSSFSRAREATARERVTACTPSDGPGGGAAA
PKA-R1A act – activators of PKA-R1A holoenzyme, primary screen, biochemical, fluorescence polarization, Cy5-IP20, bovine R1A, mouse PKAc; cAMP-dependent protein kinase type I-alpha regulatory subunit (Bos taurus) + …; PKA-R1A dissociation; scaled: DMSO 0%, 113 µM cGMP 100%; activation, % at 11.4 µM; 340,000 compounds, 0.083% hits;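 active means percent activation above the mean of all tested compounds plus 3 SD, cut at about 19% in these data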;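 further: higher means more PKAc released from R1A so a rise in polarization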
E coli growth – E. coli V3065 growth inhibition, primary screen, counter-screen for AddAB inhibitor project, absorbance, OD600; inhibition, % at 11.9 µM; 18 h; 330,000 compounds, 0.27% hits;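 active means inhibition above the campaign's mean inhibition across all tested compounds plus 3 SD, cut at about 9.9% in these data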;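 further: uninfected addAB+ strain grown without phage in ampicillin broth; 0% = DMSO wells and 100% = ciprofloxacin 0.95 µg/ml wells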
DSG3 Ab inh – inhibitors of pemphigus antibody binding to DSG3, primary screen, biochemical, bead-based, flow cytometry, scFv-GFP; DSG3-coupled beads, scFv-anti-DSG3-GFP binding; hits give low values; binding (percent of control), % at 10 µM; 310,000 compounds, 0.48% hits;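 active means binding more than 3 SD below its plate's average and above zero; inconclusive means below that plate limit but binding exactly zero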;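 further: hits lower antibody fragment binding to DSG3; some compounds called inactive have numbers as strong as hits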
OPRM1-OPRD1 ag – agonists of OPRM1-OPRD1 heterodimerization, primary screen, cell-based, luminescence. cells. 340,000 compounds, 0.3% hits. Mu-type opioid receptor (Homo sapiens) + Delta-type opioid receptor (Homo sapiens), …. activation, % at 9.3 µM; in the data active means activation above about 18%;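 further: 0% = vehicle-treated cells and 100% = reference agonist; values of inactives mirror those of a sister screen read the other way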
Tat export inh – E. coli Tat export inhibitors, primary screen, MC4100, TorA-mCherry reporter, fluorescence, single point; inhibition, % at 10 µM; 340,000 compounds, 0.036% hits; AID 488895, 2010;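 active means mean replicate inhibition at least 50% and at least half of replicates individually reaching 50%; inconclusive means only one of the two criteria met; inactive means neither criterion met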;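 further: exported cargo escapes ClpAP degradation while cytoplasmic cargo is degraded and loses fluorescence; 0% = median of neutral control wells and 100% = median of NaSCN control wells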
* marks the source's active call; other numbers are inactive results; ? = inconclusive; . = no result given. An unsorted share of the library; 2.8% or so of the library scored in one or more.

SMILES	phage Ecoli inh	PfHsp90 yeast 2	Mot1-301 SUMO	Arr AP2 block	AddAB inh	OPRM1-OPRD1 inv	PKA-R1A act	E coli growth	DSG3 Ab inh	OPRM1-OPRD1 ag	Tat export inh
CCCCCCC1CCC(c2nc(-c3ccncc3)no2)CC1 (centres undefined)	0.4	-11	-9	-6	1.1	9	-8	0.2	102	-1.8	5
CCN(CC)c1ccc(N=C2C(=O)Nc3ccccc32)cc1	1.3	44	127	19	0.5	24	-40	-0.5	97	-5.3	-6
COc1ccc(OC)c(CN2CCN(C(=O)CNC(=O)c3ccccc3F)CC2)c1	1.0	-16	2	-12	-0.3	7	-15	-0.4	97	-1.5	-11
CCN(CC(=O)NCc1ccc(F)cc1)C(=O)COc1ccc(C)c(C)c1	4.6	7	-7	-1	-2.5	22	-3	0.3	126	-4.1	-3
CCOC(=O)C1CCN(C(=O)CCNC(=O)c2ccccc2OC)CC1	1.7	0	-11	-6	1.5	12	-9	-0.2	91	-2.3	-6
C=CCOc1ccc(C2=NO[C@@H]3[C@@H]4C[C@@H]([C@H]5C(=O)N(C)C(=O)[C@@H]45)[C@H]23)cc1	3.2	.	3	-5	1.5	.	.	3.0	108	.	.
COc1ccccc1CNC(=O)COC(=O)Cc1c[nH]c2ccccc12	4.7	10	3	2	-0.2	5	-1	-0.7	106	-0.8	-3
CC(C)Cc1cc(C(=O)Nc2cc(C(F)(F)F)ccc2Cl)no1	2.8	.	.	-6	1.7	-1	-7	-0.8	88	0.2	1
CCCNc1nc(N2CCCC2)nc(N2CCCC2)n1	1.7	15	-20	-22	1.1	11	2	-1.3	85	-2.2	5
O=C(Cn1nc(-c2ccccc2)c2ccccc2c1=O)NCCN1CCOCC1	0.6	2	-7	14	2.8	0	0	1.0	94	0.0	-8
CCOCCCNC(=O)/C(C#N)=C/c1ccc(C(=O)OC)cc1	0.8	19	-8	27	1.3	-2	3	1.3	.	0.5	3
CC(/C=C1\SC(=O)N(CC(=O)Nc2ccc(O)cc2)C1=O)=C\c1ccccc1	2.3	-11	453	-2	0.1	5	-2	-1.1	90	-1.0	10
CCc1ccccc1NC(=O)C(CC)Sc1nc2cc3c(cc2c(=O)n1Cc1ccco1)OCO3 (centres undefined)	4.4	.	-16	0	6.5	23	-8	1.0	.	-4.5	5
CCn1c(SCC(=O)Nc2ccc(OC)cc2OC)nc2nc3c(cc2c1=O)COC(C)(C)C3	0.5	-6	-2	14	1.2	2	13	0.0	110	-0.4	2
CCC12CCCN3CCC4(C(=C(C(=O)OC)C1)Nc1ccccc14)C32 (centres undefined)	0.6	21	.	-9	.	-20	-7	.	105	4.3	5
Cn1cnc2cc(NC(=O)c3ccc(Cl)cc3)ccc21	4.2	-1	7	-1	1.2	5	12	-1.8	101	-0.8	-4
COC(=O)C(C)Sc1snnc1-c1ccccc1 (centres undefined)	3.1	-10	-3	-1	0.0	16	-6	-0.8	99	-2.9	-6
COc1ccc(C(=O)COC(=O)c2ccccc2NS(=O)(=O)c2ccc(O)c([N+](=O)[O-])c2)cc1	9.9	1	-17	30	-0.7	6	0	-0.3	90	-1.2	0
COc1ccc(NC(=O)c2ccc(NCC3CCCO3)c([N+](=O)[O-])c2)cc1 (centres undefined)	2.9	1	21	14	2.6	17	-14	1.4	73	-3.5	-17
O=C(Cc1cn2ccsc2n1)Nc1ccccc1Oc1ccccc1	3.3	-8	131	-7	-0.2	10	2	-1.4	104	-1.8	-1
Nn1c(SCC(=O)Nc2ccc(OC(F)F)cc2)nnc(Cc2ccccc2)c1=O	2.3	-16	5	-6	0.4	10	-5	2.3	90	-1.5	4
O=C(OC1CCOC1=O)c1cccc(S(=O)(=O)Nc2ccc(F)cc2)c1 (centres undefined)	2.2	.	535*	1	4.7	18	-4	2.2	107	-3.4	-7
CCCCNc1c(-c2ccc(SC3CCCCC3)cc2)nc2ccccn12	3.4	36	-14	0	2.7	-16	-5	0.1	93	2.8	-3
O=C(CNC(=O)COc1ccccc1)NCc1cccnc1	3.3	-16	3	16	3.0	7	6	-2.3	99	-1.2	-2
O=C1NCC(c2ccccc2)C1C(=O)N/N=C\c1ccc(-c2cccc(Cl)c2Cl)o1 (centres undefined)	1.7	-15	21	0	2.4	10	-2	0.2	104	-1.9	-1
COC(=O)c1ccc(COC(=O)CNC(=O)CNC(=O)c2ccc(C)cc2)cc1	4.3	-6	-1	3	1.8	-1	-13	1.7	98	0.2	1
Oc1ccccc1CNc1ccc(Br)cn1	3.0	-3	.	-12	3.2	-423	-2	2.1	99	71*	-7
CC(C)(C)NC(=O)c1ccc(COc2ccccc2Br)o1	3.3	-11	-12	-2	-1.2	12	-15	1.7	94	-2.2	-7
CSc1ccc(-c2nc(O)c3cnccn23)cc1	4.1	28	-12	4	1.6	-3	7	-0.1	97	0.6	-16
Cc1ccc(S(=O)(=O)N2CCOCC2)cc1NC(=O)COc1ccc(C(=O)c2ccccc2)cc1	-1.0	-20	0	5	1.2	0	7	-0.2	93	0.0	7
Cc1ccc(C2c3[nH]c4ccccc4c3C[C@H]3C(=O)N(c4ccccc4C(=O)N4CCC(C(=O)O)CC4)C(=O)N23)cc1 (some centres undefined)	2.2	-3	22	-3	1.7	14	2	0.5	103	-2.7	-1
CC(C)c1ccc(NC2CCCN(C(=O)CCN3CCCCC3=O)C2)cc1 (centres undefined)	0.2	-5	-19	30	-2.1	9	14	3.6	.	-1.7	0
Cc1cc(C)n2nc(CC(=O)NNC(=O)c3ccc(N(C)C)cc3)nc2n1	1.3	1	-15	23	1.6	9	-1	-0.7	97	-1.7	-4
COc1ccc(NC(=O)Cn2nc3n(c2=S)CCC3)cc1	-0.4	26	26	2	5.1	5	6	1.6	110	-1.1	-3
Cn1c(SCC(=O)Nc2ccc(Br)cc2)nc(O)cc1=O	2.4	-18	-8	-5	1.3	8	-8	-2.6	.	-1.6	5
CCOC(=O)c1[nH]c(C)c(C(=O)NC2CCCCC2)c1C	2.6	-28	19	-2	2.4	15	-6	1.2	110	-2.9	2
CC(=O)Nc1cccc(C(=O)OCC(=O)NCc2cc(C)c(O)c(C)c2)c1	0.5	.	-1	-12	0.5	7	-2	-1.0	107	-1.1	5
O=C(CSc1nnc(COc2ccccc2)o1)NC1CC2CCC1C2 (centres undefined)	1.8	-23	313	-2	0.7	9	-5	-1.6	99	-1.7	6
CCOc1nc(NCCO)nc(NCCC2=CCCCC2)n1	0.3	3	9	11	2.0	4	6	2.2	92	-0.7	4
Cc1ccc2c(c1)N(CC(=O)NCCCN1CCOCC1)C(=O)C(C(C)C)O2 (centres undefined)	5.1	11	6	-15	0.9	0	-5	0.6	96	0.0	5
O=C(NCCc1cccc(Cl)c1)c1cccnc1	0.9	-10	3	19	-2.5	12	-8	-0.7	100	-2.0	-8
CCc1cc(C(=O)c2ccc(OC)cc2)c(NC(=O)CC(C)(C)CC(=O)O)s1	1.5	-2	-8	3	1.5	10	-11	1.5	.	-2.1	7
COc1ccc(C(CNC(=O)C(=O)NC2CCCCC2)N2CCN(C)CC2)cc1 (centres undefined)	-1.0	-4	40	24	1.2	10	0	2.8	104	-2.1	3
Cn1c(=O)c2c(nc(NCCOc3ccc(C(C)(C)C)cc3)n2C)n(C)c1=O	2.7	5	-6	1	2.8	14	-5	-1.2	106	-2.7	-8
Cc1ccccc1NS(=O)(=O)c1cccc2nsnc12	3.2	5	65	-10	2.8	11	0	-0.8	93	-2.2	8
COc1ccc(Cl)cc1C(=O)NNC(=O)c1cccc(S(=O)(=O)N(C)C)c1	1.2	6	-8	-6	0.9	-2	6	0.7	106	0.4	-1
CCOC(=O)C1CN(S(=O)(=O)c2cccc(C(F)(F)F)c2)c2cc(CC(=O)OC)ccc2O1 (centres undefined)	2.3	-18	-11	-1	0.2	-19	-9	0.3	112	3.5	5
Cc1c(Cl)cccc1NC(=O)CSc1nc(=O)n(CCCN2CCOCC2)c2c1CCC2	2.6	6	6	37	-1.0	2	-6	-1.5	91	-0.4	-10
Cc1ccc(S(=O)(=O)NNC(=S)Nc2c(Cl)cccc2Cl)cc1	1.1	7	0	4	-2.2	12	6	-3.0	.	-2.3	?
CC1=C/C(=C(/c2ccc(O)c(C)c2)c2ccccc2S(=O)(=O)O)C=CC1=O	1.7	-9	-6	8	-0.3	29*	-11	1.2	.	-7.1	-3
O=S(=O)(/N=C(/c1ccccc1)N1CCOCC1)c1ccc(F)cc1	-0.7	6	-14	4	2.5	-16	5	0.5	.	2.1	17
Cc1ccc(C(=O)C(OC(=O)c2cnccn2)c2ccccc2)cc1C (centres undefined)	2.4	-17	58	3	4.5	8	-13	-0.7	110	-1.6	7
O=C(CCC(=O)Nc1nnc(C2CCCCC2)s1)NCC1CCCO1 (centres undefined)	1.6	-9	-7	9	-0.2	8	5	1.4	103	-1.5	-3
CC(C)(C)OC(=O)C[C@@H]1C/C=C\C[C@@H](CC(=O)N(CCO)Cc2ccccc2)C(=O)NC[C@H](c2ccccc2)OC1=O	1.6	8	-2	.	-0.1	4	-8	-1.5	97	-0.7	4
COc1ccc(-n2cc(C(=O)c3cc4ccccc4oc3=O)c(C(C)=O)n2)cc1	-0.4	6	-11	0	-0.3	2	-6	3.4	102	-0.4	4
c1ccc(-c2csc(NNC3=NCCCCC3)n2)cc1	0.7	-13	-10	-10	1.8	22	-11	-0.7	95	-4.4	5
O=C(CSc1ccc2c(c1)OCCO2)Nc1ccc2c(c1)OCO2	.	15	8	-5	-4.3	15	-10	-3.0	103	-2.7	4

Screens deposited in PubChem by several laboratories.
